Compound activity deposited in PubChem by Sanford-Burnham Center for Chemical Genomics.
MKP-3 inhibition = inhibition of rat DUSP6 enzyme activity – biochemical, in vitro, primary screen (AID 425) | recombinant MKP-3 phosphatase activity, fluorescence; higher % means a stronger effect | one-dose inhibition, % at 20 µM; IC50 in µM for titrated hits | 110,000 tested, 0.17% active; in the data active means inhibition above about 50%;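 further: plate controls were vehicle for no effect and reference inhibitor for full effect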
Hsp70 inhibitors = small molecules displacing fluorescent ligand from Hsp70 – biochemical, fluorescence polarization, primary screen (AID 583). one-dose displacement, % at 20 µM; IC50 in µM for titrated hits. Hsp70 fluorescence polarization probe displacement, mP; higher % means a stronger effect. 140,000 tested, 0.06% active; in the data active means displacement above about 50%;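 further: plate controls were vehicle for no effect and reference ligand for full effect; a part of the inactive calls stands beside numbers as strong as those of hits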
Active calls of the source: *; · = no result given; & = joins results of further samples. An excerpt; rates above refer to the full screens.

nr | Hsp70 inhibitors | MKP-3 inhibition | Molecule
1 | -6.4% | 0.6% | O=C(CSc1nnc2c3c4c(sc3ncn12)CCCC4)NCc1ccco1
2 | 97.9% | -5.3% | O=c1oc2c(CN3CCCCC3)c(O)ccc2cc1-c1nc2ccccc2[nH]1
3 | -2.8% | 5.7% | CCOc1ccc(NCc2nnc(SCC(=O)Nc3cc(C)on3)n2-c2ccc(OC)cc2)cc1
4 | -3.2% | 7.3% | Cc1ccccc1OCCCCNCCO
5 | -2.4% | -1.1% | CCCNC(=O)CS(=O)(=O)Cc1nc(-c2cccc(OC)c2)oc1C
6 | -0.1% | 0.2% | CCOC(=O)c1cc(CC)sc1NC(N)=O
7 | 2.1% | -1.9% | CS(=O)(=O)c1ccc2nc(NC(=O)c3ccccc3)sc2c1
8 | 0.3% | · | CC(=O)c1ccc(NS(=O)(=O)Cc2ccc(Cl)cc2)cc1
9 | 1.4% | -7.2% | Cn1c(=O)c2c(nc(NCCCN3CCOCC3)n2Cc2ccc(Cl)cc2)n(C)c1=O
10 | 1.5% | 0.0% | CCOC(=O)c1ccccc1NC(=O)CC1Sc2ccc(C(F)(F)F)cc2NC1=O (stereo not drawn)
11 | 5.5% | -4.5% | COCCn1c(SCc2csc(-c3ccccc3)n2)nc2ccccc21
12 | -1.1% | 1.7% | C=CCN1C(=O)/C(=C/c2ccc(-c3ccc([N+](=O)[O-])cc3C)o2)SC1=S
13 | 6.8% | -1.2% | Cc1cc(C)cc(NC(=O)c2cc(S(=O)(=O)NCc3ccco3)ccc2F)c1
14 | -7.0% | 2.6% | COc1ccc(Cc2nc(-c3ccc(Br)cc3)no2)cc1
15 | 4.2% | -1.8% | COc1cc(C(C2=C(O)CC(C)(C)CC2=O)C2C(=O)CC(C)(C)CC2=O)cc(OC)c1OC (stereo not drawn)
16 | -3.9% | · | CCN(CC)S(=O)(=O)c1cccc(C(=O)NC(Cc2c[nH]c3ccccc23)c2nnc3n2CCCCC3)c1 (stereo not drawn)
17 | 1.8% | -3.5% | CC(C)c1ccc(N(CC(=O)NC(C)c2ccccc2)S(=O)(=O)c2ccccc2)cc1 (stereo not drawn)
18 | -2.0% | 5.6% | COc1ccc(Br)cc1/C=N/NC(=O)C1CC(c2ccccc2)(c2ccccc2)C1
19 | -1.8% | -2.5% | Cc1ccc2[nH]c(=O)c(CN(CCc3ccccc3)C(=O)N3CCOCC3)cc2c1
20 | 0.9% | 1.3% | COC(=O)c1c(C)nc2n(Cc3ccccc3Cl)c3ccccc3n12
21 | -1.0% | · | O=C(N1CCOCC1)n1cnc2ccccc21
22 | 2.5% | 1.0% | Clc1ccc(Cl)c(-c2nn3c(COc4ccccc4)nnc3s2)c1
23 | 6.9% | · | CCOC(=O)CNC(=O)C1c2ccccc2C(=O)N(c2ccc(OC)cc2)C1c1ccc(OC)cc1 (stereo not drawn)
24 | -2.2% | -1.6% | COc1ccc(OC)c(-n2cnc3cc(C(=O)O)ccc32)c1
25 | · | 4.3% | O=C(NC1CCCCCC1)C1CCN(S(=O)(=O)c2ccccc2)CC1
26 | -1.7% | 5.5% | CCOC(=O)c1c(NC(=O)CNc2ccc(C)cc2)sc2c1CC(C)(C)OC2
27 | 3.5% | 2.6% | C=CCc1cccc(/C=N\NC(=O)CN2CCN(Cc3ccccc3)CC2)c1O
28 | -1.3% | 7.6% | O=C(O)c1cccc(-n2nnnc2SCc2ccccn2)c1
29 | 4.6% | 2.3% | CN1C(=O)NC(=O)/C(=C\c2cccc(O)c2)C1=O
30 | 5.2% | 0.4% | CCOc1ccc(/C=C2\C(=O)NC(=O)N(c3cccc(Br)c3)C2=O)cc1Cl

Entries of single compounds as entered above:
COc1ccc(Br)cc1/C=N/NC(=O)C1CC(c2ccccc2)(c2ccccc2)C1 in the list: Hsp70 inhibitors: -2.0%; MKP-3 inhibition: 5.6%
CCOC(=O)c1ccccc1NC(=O)CC1Sc2ccc(C(F)(F)F)cc2NC1=O (stereo not drawn) in the list: Hsp70 inhibitors: 1.5%; MKP-3 inhibition: 0.0%
O=C(N1CCOCC1)n1cnc2ccccc21 in the list: Hsp70 inhibitors: -1.0%; MKP-3 inhibition: ·

Returning to the listing, repeating the two entries before the break.
nr | Hsp70 inhibitors | MKP-3 inhibition | Molecule
29 | 4.6% | 2.3% | CN1C(=O)NC(=O)/C(=C\c2cccc(O)c2)C1=O
30 | 5.2% | 0.4% | CCOc1ccc(/C=C2\C(=O)NC(=O)N(c3cccc(Br)c3)C2=O)cc1Cl
31 | -5.6% | 9.7% | COc1ccc(CN2CCN(c3ccccn3)CC2)cc1OCc1ccccc1
32 | 1.9% | · | CCOC(=O)C1=C(C)OC(N)=C(C#N)C1c1cc(F)ccc1F (stereo not drawn)
33 | 2.6% | -0.6% | CCOC(=O)Nc1nnc(CC(C)C)s1
34 | -2.5% | · | NS(=O)(=O)c1ccc(CCNC(=O)Nc2ccc(Cl)c(Cl)c2)cc1
35 | -1.8% | · | O=C(Nc1nnc(-c2ccc(Cl)cc2)o1)NC1CCCCC1
36 | 1.7% | 1.2% | COc1cccc(N/C(=N/S(=O)(=O)c2ccc(C)cc2)Nc2nc(C)cc(C)n2)c1
37 | 5.4% | 2.2% | CC1(O)N(CC(=O)c2cccs2)C(=O)OC12CCCCC2 (stereo not drawn)
38 | -0.5%&-4.7% | 3.8%&6.3% | O=C(c1ccc2c(c1)OCCO2)N1CCCCC1
39 | -0.9% | -3.1% | Nc1nonc1-c1noc(-c2ccc(Br)o2)n1
40 | 0.8% | -6.1% | Cc1cc(C(F)(F)F)nc(SCC(=O)NC2=NC(=O)C(C)S2)n1 (stereo not drawn)
41 | -0.2% | 3.9% | COc1ccc(OC)c(S(=O)(=O)NCc2ccccn2)c1
42 | 1.5% | 0.5% | N/C(=N/OCc1cccc([N+](=O)[O-])c1)c1nonc1N
43 | -1.9% | · | Cc1cnc(NC(=O)Cc2c[nH]c3ccccc23)s1
44 | 10.6% | -3.2% | COc1cc(C2Nc3cccc4cccc(c34)N2)cc(OC)c1O
45 | 8.7% | -1.1% | Cc1nn(-c2ccccc2)c(Cl)c1C1C(C#N)=C(N)Oc2n[nH]c(C)c21 (stereo not drawn)

Some of the entries so far, in transposed form:
34: NS(=O)(=O)c1ccc(CCNC(=O)Nc2ccc(Cl)c(Cl)c2)cc1
42: N/C(=N/OCc1cccc([N+](=O)[O-])c1)c1nonc1N
13: Cc1cc(C)cc(NC(=O)c2cc(S(=O)(=O)NCc3ccco3)ccc2F)c1
21: O=C(N1CCOCC1)n1cnc2ccccc21
10: CCOC(=O)c1ccccc1NC(=O)CC1Sc2ccc(C(F)(F)F)cc2NC1=O (stereo not drawn)
27: C=CCc1cccc(/C=N\NC(=O)CN2CCN(Cc3ccccc3)CC2)c1O
16: CCN(CC)S(=O)(=O)c1cccc(C(=O)NC(Cc2c[nH]c3ccccc23)c2nnc3n2CCCCC3)c1 (stereo not drawn)

assay / compound	34	42	13	21	10	27	16
Hsp70 inhibitors	-2.5%	1.5%	6.8%	-1.0%	1.5%	3.5%	-3.9%
MKP-3 inhibition	·	0.5%	-1.2%	·	0.0%	2.6%	·

(continued)
nr | Hsp70 inhibitors | MKP-3 inhibition | Molecule
46 | -1.1% | -12.7% | COC(=O)CNC(=O)C(Cc1c[nH]c2ccccc12)NC(=O)OC(C)(C)C (stereo not drawn)
47 | -0.1% | -8.6% | Cc1ccc(SCCCn2cncn2)cc1
48 | -2.3% | 6.0% | CCn1c(SCC(=O)Nc2ccc3c(c2)OCCO3)nnc1-c1ccco1
49 | 1.0% | · | C=CCSc1nnc2c(n1)OC(c1ccccn1)N(C(C)=O)c1ccccc1-2 (stereo not drawn)
50 | 1.6% | -9.1% | O=C(CSc1nnc(-c2ccc(O)cc2)n1Cc1ccco1)c1cccs1
51 | -0.9% | 2.9% | O=C(CSc1nc2ccccc2[nH]1)N/N=C/c1ccccc1Br
52 | -2.0% | · | C=C(C)CNC(=S)/N=c1\scc(C)n1CC
53 | 2.0% | -13.6% | CCOc1ccc(C(=O)c2cccs2)cc1
54 | 4.1% | · | Cc1ccc(CSc2nc3c(cc2C#N)CCC3)cc1
55 | 0.5% | 0.9% | COCc1[nH]nc2c1C(c1ccc(OC)cc1)C(C#N)=C(N)O2 (stereo not drawn)
56 | -1.0%&-0.8% | -2.4% | CN1CCOCCOCCN(C)C1=O
57 | 1.3% | 3.2% | Cc1ccc(OCC(=O)N/N=C\c2cc(Cl)cc(Br)c2O)cc1
58 | 3.6% | -11.3% | COc1cccc(N(C(=O)c2cccs2)c2nc3ccccc3s2)c1
59 | 2.6% | 0.7% | COC(=O)c1ccc(N2C(=O)c3ccc4c5c(ccc(c35)C2=O)C(=O)N(c2ccc(C(=O)OC)cc2)C4=O)cc1
60 | -5.7% | -6.1% | Nc1nc(N2CCCCC2)nc(N(c2ccccc2)c2ccccc2)n1
61 | 3.4% | 1.5% | O=C(Nc1ccc(-c2ccc(Cl)cc2)cc1)C1CC1
62 | -3.7% | 1.2% | O=C(NCC12CC3CC(CC(C3)C1)C2)N1CCOCC1
63 | 3.0% | 3.4% | O=[N+]([O-])c1ccc(N2CCCC2)c(Cl)c1N1CCCC1
64 | 0.0% | 3.3% | CCOC(=O)C1=C(O)/C(=C/c2cc(OC)c(OC)c(OC)c2)SC1=Nc1ccc(C)cc1
65 | 4.6%&-0.2% | -0.5%&2.9% | COc1ccccc1NC1=NC2(CCCC2)N=C(N)N1
66 | -2.3% | · | C=CCSc1nnc(NC(=O)COc2ccc3ccccc3c2)s1
67 | 0.0% | -19.4% | CC/C(=C\C(=O)c1cccnc1)Nc1ccc(C)c(C)c1
68 | -9.2% | -2.2% | CC(C)(C)C1=Nn2c(nnc2-c2ccco2)SC1
69 | 0.4% | -1.0% | Cc1cnc(C(=O)Nc2ccccc2-c2ccc(C)o2)cn1
70 | 10.8% | -15.2% | O=C(Nc1ccc2c(c1)OCCO2)C1CCC1
71 | -3.6% | · | CCCCN1C(=O)C2NN=C(C(=O)OCC)C2C1=O (stereo not drawn)
72 | -1.1% | -14.9% | O=C(CSc1nnc(-c2ccco2)o1)NC1CC2CCC1C2 (stereo not drawn)
73 | 1.3% | 1.6% | C/C(=N\NC(=O)C(C)Sc1nc(C)cc(C)n1)c1ccccc1O (stereo not drawn)
74 | -3.3% | · | CCN(CC)CC(=O)Nc1nc(-c2ccc(Cl)cc2)cs1
75 | -2.2% | 9.2% | COc1ccc(-c2c(C#N)c(N)nc(SCC(=O)c3ccc(O)c(O)c3)c2C#N)cc1
76 | -9.3% | -13.3% | CCc1cccc2c(C#N)cn(CCOc3ccccc3OC)c12
77 | 5.2% | -4.3% | COC(=O)c1ccc(C(=O)OC)c(NC(=O)c2ocnc2C)c1
78 | -3.6% | · | CCN1CCN(c2cc(-c3ccccc3)nc3cc(-c4cccc(F)c4)nn23)CC1
79 | -4.2% | 3.1% | Cc1ccc(C)c(OCC(O)CN2CCN(Cc3ccccc3)CC2)c1 (stereo not drawn)
80 | 6.3% | 5.2% | Cc1ccc(C(=O)NCc2ccccc2)cc1S(=O)(=O)N1CCCCC1
81 | -3.9% | · | CCOc1ccccc1C(=O)N1CCOCC1
82 | 0.0% | 5.1% | Cc1c(Br)c(C(F)(F)F)nn1CC(=O)N1CCc2ccccc2C1
83 | -0.4% | -5.5% | C=CCn1c(=N)n(CC(O)COc2ccc(OC)cc2)c2ccccc21 (stereo not drawn)
84 | -0.5% | 6.0% | CCOC(=O)c1ccc(NC2OC(=O)c3ccccc32)cc1 (stereo not drawn)
85 | -3.2% | -3.2% | O=C(C1CCCO1)N1CCN(Cc2nc3ccccc3c(=O)[nH]2)CC1 (stereo not drawn)
86 | 5.7% | 4.7% | N#Cc1c(NC(=O)CN2CCN(C(=O)c3ccco3)CC2)sc2c1CCCCC2
87 | 0.4% | -10.8% | COc1ccc(Cn2nnnc2CN(Cc2cc3cc(C)ccc3[nH]c2=O)C2CCCC2)cc1
88 | -4.4% | 4.6% | CCOC(=O)c1c(N)sc2c1CC(C(C)C)OC2 (stereo not drawn)
89 | -0.5% | 1.0% | CCOC(=O)N1CCC(Nc2c(NCCCOC)c(=O)c2=O)CC1
90 | -1.3% | 6.9% | COc1ccccc1C(=O)O/N=C1/C(=O)N(C)c2ccccc21

At a glance, part of the list above:
nr | Hsp70 inhibitors | MKP-3 inhibition | Molecule
1 | -6.4% | 0.6% | O=C(CSc1nnc2c3c4c(sc3ncn12)CCCC4)NCc1ccco1
2 | 97.9% | -5.3% | O=c1oc2c(CN3CCCCC3)c(O)ccc2cc1-c1nc2ccccc2[nH]1
3 | -2.8% | 5.7% | CCOc1ccc(NCc2nnc(SCC(=O)Nc3cc(C)on3)n2-c2ccc(OC)cc2)cc1

Further results:
nr | Hsp70 inhibitors | MKP-3 inhibition | Molecule
91 | 2.4% | -0.1% | CCOC(=O)c1c(NC(=O)c2cc3ccccc3oc2=O)sc(C(=O)CC)c1C
92 | -0.4% | · | CCOc1ccc(-c2nnc(-c3cccs3)o2)cc1
93 | 2.9% | -1.8% | COc1cc(NC(=O)c2ccccc2[N+](=O)[O-])cc(OC)c1
94 | 1.2% | · | Cc1nnc(NC(=O)Cn2cnc3c2c(=O)n(C)c(=O)n3C)s1
95 | -3.8% | 31.3% | Cc1cc(O)ccc1N=Cc1ccc(N2CCOCC2)cc1
96 | -3.6% | · | COc1ccc(C(=O)Nc2nc3ccc(S(C)(=O)=O)cc3s2)cc1
97 | -1.8% | -0.6% | Cc1ccc(-c2csc(NC(=O)CCc3ccccc3)n2)cc1
98 | 2.1% | 1.4% | COCCN1C(=O)C(=O)/C(=C(/O)c2ccccc2)C1c1ccc(O)c(OC)c1 (stereo not drawn)
99 | -1.3% | -6.1% | Cc1cc(C)n(-c2ccc(C(=O)Nc3nnc(C4CC4)s3)cc2)n1
100 | -0.9%&-1.3% | -2.9% | CCOc1ccc(S(=O)(=O)Nc2ccccn2)c2ccccc12
101 | -3.6% | 3.6% | C/C(=N\NC(=O)c1[nH]nc(-c2ccccc2)c1C)c1ccc(O)cc1
